# Glioma ERSR ind – qHTS for Inducers of the Endoplasmic Reticulum Stress Response (ERSR) in Human Glioma: qHTS | AID 602332, 2012 | Potency, µM, inactives show top-dose activation, actives largely listed as activators | U87-MG GRP78 promoter luciferase reporter, 16 h | 0.02% of 420,000 active; also: potency is read from the fitted curve at half-maximal effect; series mostly up to about 76 µM; % of control where 0% means no effect; nearly all actives have a fitted effect of over 35% in size
#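 ERSR induction read as luciferase luminescence (Bright-Glo, 10 min at room temperature) in stably transfected human U87-MG glioma cells exposed to compounds for 16 h, using GRP78 as sensor.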
# Vif-A3F inh – qHTS for Inhibitors of Vif-A3F Interactions: qHTS; HeLa A3F-eYFP + Vif (tagged APOBEC3F with the HIV-1 protein that degrades it), YFP fluorescence increase; Potency, µM (highest dose often 46.1 µM), without a hit: at the highest dose activity, negative = active; 0.2% of 390,000 active; also: potency is read from the fitted curve at half-maximal effect; % of control where 0% means no effect; nearly all actives have a fitted effect of over 65% in size
#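 HeLa cells stably expressing A3F-eYFP plus Vif, plated and incubated overnight at 37 deg C, then exposed to compounds overnight at 37 deg C. Blocked degradation read as raised yellow fluorescence (Ex 488/Em 500-530).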
# TrxR1 inh – qHTS Assay for Inhibitors of Mammalian Selenoprotein Thioredoxin Reductase 1 (TrxR1): qHTS. 1% of 390,000 active. Potency, µM (titrated, usually from 114 µM), inactives show at the highest dose activity change, negative = inhibition, usual class: inhibitors. recombinant rTrxR1, NADPH fluorescence consumption, selenite substrate. Thioredoxin reductase 1, cytoplasmic (Rattus norvegicus), O89049; also: potency is read from the fitted curve at half-maximal effect; % is scaled to controls: 0 for no effect and ±100 for the full control effect; nearly all actives have a fitted effect of over 65% in size
# Target sequence (O89049 whole entry, looked up): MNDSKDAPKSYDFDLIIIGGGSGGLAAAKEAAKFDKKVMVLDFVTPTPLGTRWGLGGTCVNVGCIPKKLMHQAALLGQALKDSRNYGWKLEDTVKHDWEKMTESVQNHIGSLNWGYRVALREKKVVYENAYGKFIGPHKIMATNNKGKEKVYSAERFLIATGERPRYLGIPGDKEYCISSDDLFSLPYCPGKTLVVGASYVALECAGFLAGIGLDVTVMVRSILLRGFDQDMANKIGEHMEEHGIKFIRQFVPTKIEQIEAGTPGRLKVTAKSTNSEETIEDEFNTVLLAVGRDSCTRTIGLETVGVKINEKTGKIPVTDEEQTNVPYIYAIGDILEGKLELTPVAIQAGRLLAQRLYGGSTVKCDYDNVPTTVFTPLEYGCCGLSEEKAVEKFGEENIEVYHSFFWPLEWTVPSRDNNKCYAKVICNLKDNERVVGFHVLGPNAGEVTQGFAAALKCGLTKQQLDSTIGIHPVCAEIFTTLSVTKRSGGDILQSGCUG
#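 Rat TrxR1 (90 nM in the dispensed reagent) was pre-reduced with 400 uM NADPH for 5 min at room temperature, then incubated with compound for 15 min. After 400 uM selenite was added, NADPH fluorescence (Ex 340/Em 450 nm) was followed for 8 min.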
# IDH1 R132H inh – qHTS for Inhibitors of mutant isocitrate dehydrogenase 1 (IDH1): qHTS. AID 602179, 2012. 0.093% of 390,000 active. Isocitrate dehydrogenase [NADP] cytoplasmic (Homo sapiens), O75874. Potency, µM (top dose mostly 76.6 µM), without a hit: at the highest dose activity change, negative = inhibition, actives largely listed as inhibitors. IDH1-R132H enzyme, NADPH consumption, diaphorase/resazurin fluorescence; also: potency is read from the fitted curve at half-maximal effect; % is scaled to controls: 0 for no effect and ±100 for the full control effect; nearly all actives have a fitted effect of over 65% in size
#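 IDH1-R132H (0.5 ug/mL) preincubated 30 min with compound, then NADPH (0.016 mM) and alpha-KG (2 mM) added; 80 min at RT, pH 7.5. Remaining NADPH coupled via diaphorase/resazurin to fluorescence (540/590 nm); concentration-response curves normalized to no-enzyme control.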
# USP1-UAF1 inh – Inhibitors of USP1/UAF1: Primary Screen; Potency, µM (series often up to 57.1 µM), for the others: at the highest dose activity change, negative = inhibition, actives largely listed as inhibitors; 0.23% of 390,000 active; recombinant USP1/UAF1, Ub-Rhodamine cleavage fluorescence; Ubiquitin carboxyl-terminal hydrolase 1 (Homo sapiens), O94782; AID 743255, 2014; also: potency is read from the fitted curve at half-maximal effect; % is scaled to controls: 0 for no effect and ±100 for the full control effect; nearly all actives have a fitted effect of over 60% in size; inactives centre near -12
#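 USP1/UAF1 complex at 1 nM was preincubated with compound for 15 min at room temperature, then Ub-Rho substrate (150nM final) was added. Fluorescence (480/540 nm) was read kinetically, 6 reads every 60 seconds.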
# Vif-A3G inh – qHTS for Inhibitors of Vif-A3G Interactions: qHTS. DNA dC->dU-editing enzyme APOBEC-3G (Homo sapiens), Q9HC16. HeLa A3G-eYFP + Vif (tagged APOBEC3G with the HIV-1 protein that degrades it), YFP fluorescence, overnight. Potency, µM (series often up to 46.1 µM), for the others: at the top dose activity, negative = active, hits mostly inhibitors. 0.076% of 410,000 active. AID 602310, 2012;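 also: potency is read from the fitted curve at half-maximal effect; % is scaled to controls: 0 for no effect and ±100 for the full control effect; nearly all actives have a fitted effect of over 60% in size; hits raise eYFP signal because A3G escapes Vif-driven loss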
# Target sequence (Q9HC16 whole entry, looked up): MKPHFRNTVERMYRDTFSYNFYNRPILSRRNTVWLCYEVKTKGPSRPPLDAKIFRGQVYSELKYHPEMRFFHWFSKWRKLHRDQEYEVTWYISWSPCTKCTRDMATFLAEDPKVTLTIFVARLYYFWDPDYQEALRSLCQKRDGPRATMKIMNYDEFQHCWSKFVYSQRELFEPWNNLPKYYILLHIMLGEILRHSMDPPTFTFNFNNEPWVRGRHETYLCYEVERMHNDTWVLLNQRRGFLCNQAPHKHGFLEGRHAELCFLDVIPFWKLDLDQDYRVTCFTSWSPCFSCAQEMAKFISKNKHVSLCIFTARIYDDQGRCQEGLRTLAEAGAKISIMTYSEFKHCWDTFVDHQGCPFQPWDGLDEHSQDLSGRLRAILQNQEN
#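 Read-out is eYFP fluorescence (Ex 488/Em 500-530) from Vif-expressing HeLa A3G-eYFP cells; more signal means A3G escaped Vif-mediated degradation. Cells plated overnight, compound pinned in, incubated overnight at 37 deg C.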
# RGS4 inhibitor – Inhibitors of Regulator of G Protein Signaling (RGS) 4: qHTS | Regulator of G-protein signaling 4 (Homo sapiens), P49798 | Transcreener GDP fluorescence polarization, RGS4-accelerated GTP hydrolysis | Potency, µM (top dose mostly 114 µM), for the others: at the top dose activity change, negative = inhibition, hits mostly inhibitors | 0.039% of 390,000 active | AID 504845, 2011; also: potency is read from the fitted curve at half-maximal effect; % is scaled to controls: 0 for no effect and ±100 for the full control effect; nearly all actives have a fitted effect of over 75% in size; some results filed as inactive show a strong effect at the top dose
# Target sequence (P49798 whole entry, looked up): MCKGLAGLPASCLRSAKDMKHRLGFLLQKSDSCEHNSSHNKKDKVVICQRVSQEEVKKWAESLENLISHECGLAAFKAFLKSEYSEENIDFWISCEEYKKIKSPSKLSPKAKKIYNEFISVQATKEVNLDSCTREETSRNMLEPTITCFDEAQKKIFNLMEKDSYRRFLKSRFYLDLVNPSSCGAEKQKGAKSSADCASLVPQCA
#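 MLSMR compounds (23 nl, pin-transferred) preincubated 10 min at room temperature with a 500nM (2x) first reagent, then RGS4 at 900nM (2x) plus Transcreener GDP mix added; fluorescence polarization (620/688 nm) read before and after 90 min at 30 °C.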
# TrxR1 substrate – qHTS Assay for Substrates of Mammalian Selenoprotein Thioredoxin Reductase 1 (TrxR1): qHTS. Thioredoxin reductase 1, cytoplasmic (Rattus norvegicus), O89049. purified TrxR1 substrate turnover, NADPH consumption readout. Potency, µM (series often up to 114 µM), for inactives: at the highest dose activity change, negative = substrate turnover. 0.01% of 390,000 active; also: potency is read from the fitted curve at half-maximal effect; % is scaled to controls: 0 for no effect and ±100 for the full control effect; nearly all actives have a fitted effect of over 50% in size
#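 Rat TrxR1, dispensed at 90 nM, was prereduced with 400 uM NADPH (final) for 5 min at ~22 deg C, then incubated with compound 15 min before 400 uM selenite. A first-read NADPH fluorescence drop versus no-compound background flagged substrates.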
# LDHA inh – qHTS assay for inhibitors of human lactate dehydrogenase. L-lactate dehydrogenase A chain (Homo sapiens), P00338. purified LDHA, NADH/diaphorase-resazurin fluorescence; hits give low values. activity change, % (values are at about 110 or 230 µM). 0.15% of 480,000 active; in the data active = activity change below about -30%; inconclusive = mostly about -25% to -30%;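 also: plate controls were DMSO wells for no effect and wells without enzyme for full effect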
#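 Enzyme activity of human lactate dehydrogenase 5 (2 nM; 0.06 mM NADH, 0.2 mM pyruvate, 5 min, RT) is measured via a resazurin/diaphorase fluorescence readout of residual NADH.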
# Starred values were filed as active, the others as inactive; ? = inconclusive; . = no result given; & = joins results of further samples; [ ] = another dose, or the depositor's remark. Unless noted, calls follow the shape of the dose curve; as a rule, active = well fitted curve in the direction sought with a large enough effect; inconclusive = small, poorly fitted or top-dose-only effect, or another doubt; inactive = no such curve, though single readings can be large; an effect the other way counts as inactive or inconclusive. These rows are one share of the data (hit frequency here may not be typical).
SMILES,Glioma ERSR ind,Vif-A3F inh,TrxR1 inh,IDH1 R132H inh,USP1-UAF1 inh,Vif-A3G inh,RGS4 inhibitor,TrxR1 substrate,LDHA inh
Cc1ccc(P(=Nc2ccccc2)(N2CCOCC2)N2CCOCC2)o1,12.3%,-8.0%,22.9%,6.6%,-5.3%,-1.0%,29.2%,12.7%,-1.2
O=c1c(Cl)c(NC2CC2)cnn1-c1ccccc1,0.3%,-10.6%,5.9%[57.1 µM],2.2%,-2.8%,0.7%,-14.5%,-6.0%,-3.8
c1csc(CCNc2ncnc3sc4c(c23)CCC4)c1,1.4%,0.7%,17.7%,-8.2%,-22.1%,-4.5%,2.6%,-2.0%,-7.6
CCCCNC(=O)CSc1nc(COc2ccccc2)nc2ccccc12,-7.1%,1.2%,2.3%[57.1 µM],-4.4%,-21.9%,0.2%,3.6%,0.0%[57.1 µM],-10.7
CS(=O)(=O)NCc1ccc(C(=O)NCc2ccccc2)cc1,-4.0%,0.9%,25.3%,4.1%,-2.4%,1.3%,12.6%,9.1%,-13.5
Cc1cc(C)n(CC(=O)N/N=C/c2cc(Br)cc([N+](=O)[O-])c2O)n1,-5.8%,0.6%,2.4%,10.0%,-14.5%,1.2%,-10.1%,-15.0%,4.3
Cc1ccccc1NC(=O)Cc1nnc(SCC(=O)N2CCN(c3ccccc3)CC2)n1C,-2.7%,-10.4%,-3.5%,3.3%,-2.7%,0.8%,4.0%,-9.4%,-5.2
O=C(NC1CC(=O)N(c2ccc(Cl)cc2)C1)C1CCCC1 (stereo not drawn),-2.4%,8.7%,2.7%[57.1 µM],-8.1%,-26.3%,-1.3%,14.3%,-7.8%[57.1 µM],-9.2
COc1cccc(/C=N/NC(=O)C(C)n2nc(C)c([N+](=O)[O-])c2C)c1O (stereo not drawn),4.3%,0.8%,0.2%,1.8%,-20.0%,-1.5%,-17.6%,-3.7%,10.9
CC1CN(C(=O)CN(C)S(=O)(=O)c2ccc3ccccc3c2)CC(C)O1 (stereo not drawn),-3.0%,-0.2%,13.3%,3.1%,-19.5%,-5.0%,-1.7%,2.6%,-10.0
CC(C)Cn1c(SCC(=O)N2CCN(C(=O)c3ccco3)CC2)nc2ccccc2c1=O,-4.3%,1.5%,22.3%,-2.7%,-17.2%,0.7%,-1.6%,0.5%,-6.6
Cc1ccc(N(CC(=O)NCCSc2nc3ccccc3s2)S(=O)(=O)c2ccccc2)c(C)c1,-1.9%,2.1%,17.3%,2.5%,-20.4%,-0.2%,-27.0%,3.8%,-1.1
O=C(NCCSc1c[nH]c2ccccc12)c1ccc(Cl)cc1,0.3%,5.2%,25.1%,-2.9%,-21.3%,0.3%,-19.0%,-0.9%,-3.1
CCOC(=O)c1nn(-c2ccccc2)c2nc(-c3ccc(OC)cc3)c(C#N)c(=O)n12,-4.4%,2.9%,23.8%,1.7%,-6.0%,-4.6%,-30.6%,42.8%[activator],-2.9
COc1ccc(Cc2nnc(NC(=O)c3ccc(OC)c(OC)c3)s2)cc1OC,-1.1%,0.7%,8.8%,-5.0%,-13.3%,-0.1%,37.3%,1.4%,-8.3
CCc1ccc(NC(=O)CC2C(=O)Nc3c2c(=O)n(C)c(=O)n3C)cc1 (stereo not drawn),-3.2%,0.1%,4.2%,9.8%,-5.6%,2.6%,-33.4%,-4.0%,6.1
CCOC(=O)C1CCCCN1Cc1cccc(OCc2ccccc2)c1 (stereo not drawn),0.2%,-2.9%,12.0%,-0.5%,-24.0%,-1.0%,-23.2%,1.4%,-7.2
COC(=O)[C@@H]1C[C@H]1[C@@H](NS(=O)(=O)c1ccccc1)c1ccccc1,-3.7%,0.2%,17.6%,0.7%,-19.2%,-3.6%,16.0%,5.4%,-3.9
COc1ccc(-c2c(=O)n(OCc3nc4ccccc4[nH]3)c3ccccc3[n+]2[O-])cc1,-3.0%,11.1%,-17.8%,0.3%,-11.5%,-4.8%,-11.8%,-4.9%,-1.7
Cc1cc(C(=O)NCc2ccc(F)cc2)c2ccccc2n1,-2.2%,3.3%,31.1%,4.9%,-5.6%,-0.8%,10.6%,14.9%,-3.4&6.1

# Quoted at random: 2 compounds from above.
SMILES,Glioma ERSR ind,Vif-A3F inh,TrxR1 inh,IDH1 R132H inh,USP1-UAF1 inh,Vif-A3G inh,RGS4 inhibitor,TrxR1 substrate,LDHA inh
COc1ccc(-c2c(=O)n(OCc3nc4ccccc4[nH]3)c3ccccc3[n+]2[O-])cc1,-3.0%,11.1%,-17.8%,0.3%,-11.5%,-4.8%,-11.8%,-4.9%,-1.7
O=C(NCCSc1c[nH]c2ccccc12)c1ccc(Cl)cc1,0.3%,5.2%,25.1%,-2.9%,-21.3%,0.3%,-19.0%,-0.9%,-3.1

# (further entries)
SMILES,Glioma ERSR ind,Vif-A3F inh,TrxR1 inh,IDH1 R132H inh,USP1-UAF1 inh,Vif-A3G inh,RGS4 inhibitor,TrxR1 substrate,LDHA inh
Cc1cccc(OCc2cc(=O)n3c4c(sc3n2)CCCC4)c1C,-2.7%,-9.7%,6.8%,14.7%,-18.9%,1.7%,-11.5%,1.6%,2.0
O=C(c1ccc(F)cc1)N1CCCC(c2nc(-c3cccs3)no2)C1 (stereo not drawn),-1.0%,-1.1%,18.2%,-3.9%,-19.6%,-0.5%,-17.1%,1.4%,-0.6
NC(=O)CC(NC(=O)Cc1cccc2ccccc12)c1ccc(N2CCC(N3CCCCC3)CC2)c([N+](=O)[O-])c1 (stereo not drawn),-4.3%,2.9%,1.4%,-10.2%,-14.0%,-0.6%,-24.2%,-6.5%,-2.8
CCc1ccc(NC(=O)c2cc(S(=O)(=O)N3CCCC3)c[nH]2)cc1,2.1%,-8.7%,3.3%,-7.4%,-17.5%,-17.6%,18.7%,-1.8%,-10.0
CC1CCCCC1NC(=O)COC(=O)Cc1ccc(Cl)cc1 (stereo not drawn),-7.2%,-5.6%,8.6%,0.5%,-15.3%,0.7%,-2.3%,0.3%,0.1
Cc1cccc(N2CCN(C(=O)c3cc(S(=O)(=O)N4CCOCC4)cn3C)CC2)c1C,2.4%,1.4%,4.2%[57.1 µM],0.4%,-4.7%,-1.7%,0.4%,4.2%[57.1 µM],-10.8
O=[N+]([O-])c1cc(-c2nnc(-c3ccccc3)o2)ccc1Oc1ccc(Cl)cc1,-1.3%,9.5%,-1.6%,1.5%,-11.9%,0.1%,-4.6%,0.6%,-6.9
CCOC(=O)C1=C(COC(=O)Cc2ccccc2F)NC(=O)NC1C (stereo not drawn),-3.2%,5.1%,-5.9%,11.0%,-13.4%,-4.8%,-20.7%,-6.8%,-2.6
COc1ccccc1NC(=O)N(C)C[C@@H]1OCc2cnnn2CCCC(=O)N([C@@H](C)CO)C[C@H]1C,2.2%,0.3%,.,-1.4%,-14.1%,0.4%,.,.,3.6
O=C(CCc1nc(CN2CCN(S(=O)(=O)c3ccc(Br)cc3)CC2)no1)N1CCCCC1,-2.1%,2.7%,12.7%,9.8%,-23.8%,2.3%,-13.1%,2.6%,4.3
COc1ccc(C2=NOC(Cn3nc(-c4ccccc4)cc3C(=O)NCc3cccs3)C2)cc1 (stereo not drawn),-1.4%,4.6%,18.2%,-11.8%,?,0.1%,16.5%,-5.1%,-5.3
COc1ccc(NC(=O)Cn2nnc(C(=O)NCCc3ccc(OC)c(OC)c3)c2N)cc1,8.5%,3.8%,21.0%[57.1 µM],4.7%,-13.0%,-9.6%,1.3%,8.3%[57.1 µM],-2.5
NC(=O)CC(NC(=O)Cc1ccc(Br)cc1)c1ccc(NC2CCC2)c([N+](=O)[O-])c1 (stereo not drawn),-5.1%,-2.1%,-1.1%,8.0%,-12.0%,-8.7%,4.3%,-4.6%,-0.7
O=C(NCCc1nc2ccccc2[nH]1)Nc1ccccc1,-1.7%,-7.9%,18.8%,-1.6%,-9.8%,1.0%,5.3%,1.1%,-6.9
O=C(O)/C=C/C(=O)NC1CCCCC1,-3.3%,-12.5%,14.5%,-0.1%,-0.6%,2.3%,9.8%,0.1%,-3.7
O=C(N/N=C/C=C/c1ccc([N+](=O)[O-])cc1)c1cccs1,-1.0%,-5.6%,-0.9%,9.6%,-17.9%,-0.8%,?,-2.6%,-9.5
CC(=O)C(C)Oc1ccc2c3c(c(=O)oc2c1)CCCC3 (stereo not drawn),3.9%,-2.7%,20.7%[57.1 µM],2.4%,2.7%,2.1%,14.6%,40.2%[activator][57.1 µM],-4.4

# Screening results (PubChem)
